Source: PubChem
CBFb RUNX1 block = CBF-beta/RUNX1 interaction disruption; Q01196+Q13951; AlphaScreen CBFb-His/RUNX1-biotin binding, biochemical; Potency, µM (highest dose often 59.8 µM), for inactives: top-dose activity, negative = inhibition, most hits filed as inhibitors; 230,000 tested, under 10 active; AID 1477; also: % of control where 0% means no effect
Target sequence (Q01196 whole entry, looked up): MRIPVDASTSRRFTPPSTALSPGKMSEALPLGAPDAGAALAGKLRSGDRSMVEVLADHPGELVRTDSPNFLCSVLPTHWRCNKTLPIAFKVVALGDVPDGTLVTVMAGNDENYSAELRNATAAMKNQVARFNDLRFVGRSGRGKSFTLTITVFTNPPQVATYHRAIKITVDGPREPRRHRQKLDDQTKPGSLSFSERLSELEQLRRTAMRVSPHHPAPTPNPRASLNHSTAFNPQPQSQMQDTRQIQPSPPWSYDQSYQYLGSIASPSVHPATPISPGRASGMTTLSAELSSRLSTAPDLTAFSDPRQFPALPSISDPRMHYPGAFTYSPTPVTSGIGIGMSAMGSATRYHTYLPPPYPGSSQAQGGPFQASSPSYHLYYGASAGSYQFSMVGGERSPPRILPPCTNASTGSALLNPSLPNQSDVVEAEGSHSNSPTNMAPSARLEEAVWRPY
Target sequence (Q13951 whole entry, looked up): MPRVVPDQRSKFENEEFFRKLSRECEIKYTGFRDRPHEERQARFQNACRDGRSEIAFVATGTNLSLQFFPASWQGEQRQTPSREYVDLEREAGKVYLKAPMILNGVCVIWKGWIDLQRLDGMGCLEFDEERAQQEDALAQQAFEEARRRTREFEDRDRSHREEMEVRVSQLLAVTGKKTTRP
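Proteins preincubated together for 20 min at RT before compound addition; 15 min later, nickel and streptavidin beads were added and left 90 min prior to AlphaScreen measurement.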
GAA inhib = alpha-glucosidase (human) inhibition; AID 1466; P10253; purified human GAA, 4-MU-alpha-glucoside fluorescence; Potency, µM (series often up to 76.9 µM), inactives show at the top dose activity change, negative = inhibition, hits mostly inhibitors; 200,000 tested, 0.005% active;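 also: potency is read from the fitted curve at half-maximal effect; plate controls were uninhibited enzyme wells for no effect and no-enzyme background for full effect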
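Fluorogenic assay: 4 nM human alpha-glucosidase with 400 uM 4-methylumbelliferyl-alpha-D-pyranoside in 50 mM citrate/phosphate, 0.005% Tween-20, pH 5.0, 20 min at room temperature. Compounds tested up to 77 uM; AC50 from Hill fits.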
HTT cytoprotect = cytoprotection in Huntington HTT-Q103 PC12 cell model | PC12 HTT-Q103 induced, cytoprotection, ATP luminescence, 40 h | Potency, µM (highest dose often 56.4 µM), inactives show cytoprotection (ATP increase), usual class: activators | 230,000 tested, 0.14% active;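 also: potency is read from the fitted curve at half-maximal effect; % of control where 0% means no effect; nearly all actives have a fitted effect of over 45% in size; toxic huntingtin expression switched on by the ecdysone agonist tebufenozide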
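Readout: ATPlite luminescence (ATP level). Model: stable PC12, inducible Htt exon1 Q103-GFP. Inducer: tebufenozide, 100 nM final. Compounds: dose series. No G418 in medium.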
GAA spleen mod = inhibits or activates alpha-glucosidase in human spleen homogenate | human spleen homogenate, 4-MU-alpha-glucoside fluorescence | Potency, µM (highest dose often 79.9 µM), inactives show top-dose activity change, negative = inhibition, hits mostly inhibitors | 240,000 tested, 0.006% active;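 also: potency is read from the fitted curve at half-maximal effect; 0% = enzyme with vehicle and -100% = no enzyme basal signal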
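Compounds were titrated against alpha-glucosidase in spleen homogenate at pH 5.0, with 1 mM 4-methylumbelliferyl substrate for 40 min at 37 C. Reactions were quenched with pH 10 NaOH/glycine and fluorescence measured.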
HTT aggregate = mutant huntingtin aggregation inhibition | PC12 HttQ103-GFP aggregates, Acumen cytometry, 40 h | Potency, µM (highest dose often 46.1 µM), without a hit: at the top dose activity change, negative = inhibition, usual class: inhibitors | 220,000 tested, 1.1% active; also: potency is read from the fitted curve at half-maximal effect; % is scaled to controls: 0 for no effect and ±100 for the full control effect; nearly all actives have a fitted effect of over 60% in size
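Inducible Q103 Huntingtin exon 1–GFP PC12 line, 1500 cells/well in phenol red free DMEM with 5% equine and 5% calf serum. Tebufenozide 100 nM induced expression; compounds titrated; aggregates quantified by cytometry.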
LMNA splice mod = changes lamin A minigene splicing in HeLa cells; Potency, µM (doses to about 46.1 µM), for the others: at the top dose ratio change, negative = inhibition, hits mostly inhibitors; HeLa LMNA splicing GFP/RFP minigene ratio, 48 h; 200,000 tested, 0.01% active; active = well fitted inhibition curve with a large enough effect in the signal ratio, with a control signal flat, not every such curve was filed as active; inconclusive = small, poorly fitted or top-dose-only effect, or effect the other way, or a change in a side signal; the % refers to the signal ratio; also: potency is read from the fitted curve at half-maximal effect; % is scaled to controls: 0 for no effect and ±100 for the full control effect
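S3 HeLa stable clones carrying a lamin A-EGFP splicing minigene plus DsRed2 were seeded at 600 cells/well in Opti-MEM with 2% FBS, pin-dosed and incubated 48 h at 37°C. Acumen cytometry (488 nm) gave the GFP/RFP total-intensity ratio.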
GAA glycogen = inhibitors or activators of human alpha-glucosidase glycogen cleavage; P10253; recombinant GAA, glycogen substrate, Amplex Red glucose oxidase fluorescence; Potency, µM (top dose mostly 76.4 µM), for inactives: at the top dose activity change, negative = inhibition, usual class: inhibitors; 300,000 tested, 0.38% active; AID 2100;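 also: potency is read from the fitted curve at half-maximal effect; 0% = full enzyme reaction and -100% = no-enzyme basal signal; the screen sought inhibitors and activators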
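Recombinant enzyme (4 nM final) with compounds titrated up to 77 uM and bovine liver glycogen (30 ug) in citrate pH 5.0, 0.01% Tween-20, 37 C 40 min. Released glucose detected by Amplex Red/glucose oxidase (Ex 573/Em 610); AC50 from Hill fits.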
Starred values were filed as active, the others as inactive; ? = inconclusive; . = not tested or not shown; & = joins results of further samples; [ ] = another dose, or the depositor's remark. Unless noted, calls follow the shape of the dose curve; as a rule, active = well fitted curve in the direction sought with a large enough effect; inconclusive = small, poorly fitted or top-dose-only effect, or another doubt; inactive = no such curve, though single readings can be large; an effect the other way counts as inactive or inconclusive.

Screens by letter – A = CBFb RUNX1 block; B = GAA inhib; C = HTT cytoprotect; D = GAA spleen mod; E = HTT aggregate; F = LMNA splice mod; G = GAA glycogen
1) CCC(Sc1nc(-c2ccccc2)c(C#N)c(=O)[nH]1)C(=O)Nc1cc(C)on1 (stereo not drawn)
  A: -1%	B: -5%	C: 5%	D: -9%	E: -11%	F: 7%	G: -2%

2) Cc1ccc2nc(Nc3ccc4[nH]c(=O)[nH]c4c3)c(-n3nc(C)cc3C)nc2c1
  A: -1%	B: 0%	C: 25%[10 µM]	D: -20%	E: -12%	F: 15%	G: 7%

3) COC(=O)c1c(NC(=S)Nc2ccc(F)cc2[N+](=O)[O-])sc2c1CCCCC2
  A: -5%	B: 1%	C: 20%[10 µM]	D: 0%	E: 15%	F: 6%	G: ?

4) CC1(C)CC(=O)C(C=NCCN2CCN(CCc3ccccc3)CC2)=C(O)C1
  A: 4%	B: 5%	C: 15%[10 µM]	D: 7%	E: 2%	F: -8%	G: 10%

5) COc1ccccc1NS(=O)(=O)c1cc(NC(=O)CNC(=O)c2cc(C)cc(C)c2)ccc1C
  A: 8%	B: 8%	C: -7%[10 µM]	D: -7%	E: 13%	F: ?	G: -1%

6) Fc1ccc(N2CCN(/C=C/c3nnnn3-c3ccccc3)CC2)cc1
  A: -24%	B: 3%	C: -1%[0.074 µM]	D: 6%	E: 12%	F: -3%	G: 2%

7) Cc1nnc(SCC(=O)N(CC(C)C)c2c(N)n(CC(C)C)c(=O)[nH]c2=O)n1-c1ccccc1
  A: -2%	B: 8%	C: -16%	D: -2%	E: -3%	F: ?	G: 6%

8) Cc1cc(Cl)ccc1OCC(=O)N[C@@H](Cc1ccccc1)c1nc2ccccc2[nH]1
  A: 0%	B: 5%	C: -11%[1.9 µM]	D: -13%	E: 17%	F: -3%	G: -2%

9) CCCCCCCN1N=C(C)C(C(=O)c2ccccc2)C1=O (stereo not drawn)
  A: 0%	B: 6%	C: -20%	D: -12%	E: ?	F: ?	G: 7%

10) c1ccc(CNc2ccnc(-c3ccoc3)n2)cc1
  A: .	B: .	C: -3%	D: -4%	E: .	F: -10%	G: .

11) COc1cc(NC(=O)c2ccc(COc3ccccc3Br)o2)cc(OC)c1OC
  A: 10%	B: -8%	C: -69%[inhibitor]	D: 6%	E: ?	F: ?	G: -3%

12) CC1CCC(NC(=O)CCNC(=O)c2ccccc2)CC1 (stereo not drawn)
  A: 5%	B: 5%	C: -43%[inhibitor]	D: 0%	E: -6%	F: -10%[46 µM]	G: 0%

13) COc1ccccc1CNc1cc(-c2ccc(C(=O)N(C)C)cc2)ncn1
  A: .	B: .	C: -3%	D: 4%	E: .	F: -1%	G: .

14) CS(=O)(=O)N(CC(=O)Nc1ccccc1)Cc1ccc(Cl)cc1
  A: -1%	B: -6%	C: 19%	D: 3%	E: -4%	F: -4%	G: 18%

15) COc1cccc(NC(=S)N2CCN(Cc3ccccc3)CC2)c1
  A: -6%	B: -7%	C: .	D: -8%	E: ?	F: -11%	G: -9%

16) O=C(NCCCN1CCOCC1)c1sc2cc(Cl)ccc2c1Cl
  A: 9%	B: -8%	C: -42%[inhibitor]	D: 4%	E: -19%	F: 5%[46 µM]	G: 0%

17) COc1ccccc1Nc1nc(N)nc(CN(C)C2CCCCC2)n1
  A: -14%	B: -9%	C: -4%	D: -2%	E: -14%	F: -5%	G: -8%

18) COC(=O)c1ccc(NC(=S)NCCC2=CCCCC2)cc1
  A: 3%	B: -2%	C: -7%	D: -6%	E: 21%	F: -9%[0.0737 µM]	G: -5%

19) COC(=O)Cc1ccc(NC(=S)NCc2cccc(OC)c2)cc1
  A: 0%	B: 4%	C: -14%[1.9 µM]	D: 7%	E: -4%[9.22 µM]	F: -3%[9.22 µM]	G: -20%

20) Cc1nc2ccccc2c(=O)n1Cc1ccco1
  A: 3%	B: -5%	C: 16%[10 µM]	D: -3%	E: -2%[9.22 µM]	F: .	G: 9%

21) NCc1oc(-c2ccccc2)cc1C(=O)O
  A: -4%	B: -10%	C: -64%[inhibitor]	D: 5%	E: -18%	F: .	G: 7%

22) O=C(Cn1cnc2c(nnn2Cc2ccc(F)cc2)c1=O)N1CCN(c2ccccc2)CC1
  A: -5%	B: -6%	C: 6%	D: 1%	E: -3%	F: 5%	G: -4%

23) Cn1cnnc1SCC(=O)NN(c1ccccc1)c1ccccc1
  A: -1%	B: 11%	C: .	D: 5%	E: 17%	F: 4%	G: -1%

24) c1ccc2c3c([nH]c2c1)[C@@H]1[C@H]2CC[C@H]([C@H]4CCCN[C@H]42)N1CC3
  A: -1%[21.7 µM]	B: .	C: -4%[40.3 µM]	D: 3%[29.1 µM]	E: .	F: -16%	G: .

25) CCOc1ccccc1N(CC(=O)NCc1ccccc1)C(=O)CCC(=O)Nc1cc(C)ccn1
  A: 9%	B: 11%	C: -15%[10 µM]	D: -2%	E: -1%[9.22 µM]	F: .	G: 9%

26) COc1ccc2c(c1)C1CC(C)(NC(=O)C1C(=O)c1ccccc1)O2 (stereo not drawn)
  A: 4%	B: -8%	C: 7%	D: -17%	E: 0%	F: -3%	G: 7%

27) CN(Cc1ccco1)c1cc(-c2cccc(C#N)c2)ncn1
  A: .	B: .	C: 7%	D: -3%	E: .	F: 5%	G: .

28) COc1ccc(C2=C(C)CC(C)(C)NC2=O)cc1OC
  A: 1%	B: -2%	C: 7%	D: 10%	E: -6%	F: 12%	G: 2%

29) CC1COc2ccccc2N1S(=O)(=O)c1ccc(Cl)cc1 (stereo not drawn)
  A: 24%	B: -6%	C: -3%[10 µM]	D: -4%	E: -11%	F: 2%[46 µM]	G: 0%

30) CC1CCC2C(=O)OC(COc3ccc(C(C)(C)C)cc3)CN2C1c1ccc(Br)cc1 (stereo not drawn)
  A: 10%&13%&18%&0%&14%[13.1 µM]	B: .	C: ?	D: 1%&0%&6%&1%&-1%[17.4 µM]	E: .	F: .	G: .

Single entries from the results shown.
cpd 6 in GAA spleen mod: 6%
cpd 29 in GAA spleen mod: -4%
cpd 7 in HTT aggregate: -3%
cpd 2 in GAA inhib: 0%
cpd 1 in LMNA splice mod: 7%

Whole records, quoted from the list. Screens in order: CBFb RUNX1 block | GAA inhib | HTT cytoprotect | GAA spleen mod | HTT aggregate | LMNA splice mod | GAA glycogen
CC1CCC2C(=O)OC(COc3ccc(C(C)(C)C)cc3)CN2C1c1ccc(Br)cc1 (stereo not drawn) across the screens: 10%&13%&18%&0%&14%[13.1 µM] | . | ? | 1%&0%&6%&1%&-1%[17.4 µM] | . | . | .
CN(Cc1ccco1)c1cc(-c2cccc(C#N)c2)ncn1 across the screens: . | . | 7% | -3% | . | 5% | .
CC1COc2ccccc2N1S(=O)(=O)c1ccc(Cl)cc1 (stereo not drawn) across the screens: 24% | -6% | -3%[10 µM] | -4% | -11% | 2%[46 µM] | 0%
Cn1cnnc1SCC(=O)NN(c1ccccc1)c1ccccc1 across the screens: -1% | 11% | . | 5% | 17% | 4% | -1%

(more compounds)
Screens by letter – A = CBFb RUNX1 block; B = GAA inhib; C = HTT cytoprotect; D = GAA spleen mod; E = HTT aggregate; F = LMNA splice mod; G = GAA glycogen
31) COCCCNC(=O)/C(C#N)=C/c1cc(C)[nH]c1C
  A: 1%	B: ?	C: -7%[10 µM]	D: -6%	E: -13%[9.22 µM]	F: 22%[46 µM]	G: 2%

32) CCOC(=O)CN(C(=O)COc1nc(-c2ccccc2)cc(C)c1C#N)c1ccccc1C
  A: 2%	B: .	C: -12%[10 µM]	D: 3%	E: -15%[9.22 µM]	F: .	G: 3%

33) C=CCc1c(N(CC)CC)nc(C)[nH]c1=O
  A: 21%	B: .	C: -2%[10 µM]	D: 5%	E: -13%[9.22 µM]	F: .	G: 7%

34) O=C(COC(=O)c1ccccn1)NCc1ccccc1
  A: 5%	B: 0%	C: 2%[10 µM]	D: -5%	E: 3%	F: 5%	G: 9%

35) CCCNC(=O)c1ccccc1C(=O)NC1(C(=O)NCCC)CCCC1
  A: 3%	B: .	C: 5%[10 µM]	D: 1%	E: 6%[9.22 µM]	F: .	G: 2%

36) Cc1cccc2c(C(=O)n3cccn3)cc(-c3ccccc3Cl)nc12
  A: -2%	B: 2%	C: -25%[10 µM]	D: 0%	E: -9%	F: -21%	G: 8%

37) O=C(O)C1Cc2ccccc2CN1C(=O)c1ccccc1 (stereo not drawn)
  A: 0%	B: 1%	C: -17%[10 µM]	D: 0%	E: 1%	F: -6%	G: 4%

38) Cc1c(NC(=O)c2ccc(Cl)nc2)cccc1-c1nc2cccnc2s1
  A: 6%	B: .	C: 8%[10 µM]	D: 3%	E: -11%[9.22 µM]	F: .	G: 5%

39) NC(=O)CC12CC3CC(C1)CC(CC(N)=O)(C3)C2
  A: 5%	B: 2%	C: 0%	D: -1%	E: 3%	F: 0%	G: 7%

40) Cc1cc(C)cc(N=c2c([N+](=O)[O-])nn(-c3ccc(Cl)cc3)n2O)c1
  A: ?	B: -3%	C: -73%[inhibitor]	D: 1%	E: ?	F: 13%[46 µM]	G: -1%

41) COCCN(CC(=O)NCC1CCCO1)C(=O)CCC(=O)Nc1cc(C)on1 (stereo not drawn)
  A: 2%	B: 4%	C: 22%[10 µM]	D: -3%	E: 3%	F: 2%	G: 4%

42) Cn1nc(-c2ccc(C(=O)O)cc2)c2ccccc2c1=O
  A: 2%	B: 1%	C: -5%	D: -1%	E: 5%	F: -23%	G: 5%

43) Cc1cc2c(ncn2Cc2ccccc2)c(NS(C)(=O)=O)c1C
  A: 15%	B: -11%	C: -10%[10 µM]	D: -1%	E: -14%	F: -12%	G: 8%

44) COc1ccccc1OCC(=O)Nc1ccc(S(=O)(=O)N2CCCCCC2)cc1
  A: 5%	B: -14%	C: -9%[10 µM]	D: -5%	E: -23%	F: ?	G: -5%

45) CCOC(=O)CCCNC(=O)CCNC(=O)c1ccc(OCCC(C)C)cc1
  A: 1%	B: .	C: 3%[10 µM]	D: -5%	E: 9%[9.22 µM]	F: .	G: 3%

46) CSc1nnc(-c2ccc([N+](=O)[O-])cc2)o1
  A: -2%	B: 5%	C: 8%[10 µM]	D: -7%	E: 1%[9.22 µM]	F: ?	G: -9%

47) Cc1cc(-c2ccccc2)nc(=O)[nH]1
  A: 4%	B: -9%	C: -6%	D: 3%	E: -10%[9.22 µM]	F: 4%	G: 14%

48) Cn1c(=O)cc(SCC(=O)N2CCN(c3ccccn3)CC2)c2ccccc21
  A: -1%	B: -4%	C: -5%	D: -8%	E: -7%	F: -1%	G: -2%
